# M4 PAM – potentiates acetylcholine response at human M4 receptor | CHO-K1 hM4/Gqi5, Fluo-8 calcium fluorescence, ACh EC20; 0% = ACh EC20, 100% = maximal ACh | P08173 | AID 624126 | activation, % at 3 µM | 360,000 tested, 0.4% active;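 active = activation above its plate's cutoff, the mean activation of sample wells plus 3 SD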; also: some results filed as inactive read as strong as hits
# pCIP destab – p/CIP protein destabilization | F442A p/CIP-EGFP cells, EGFP fluorescence, 16 h | decrease of EGFP signal, % at 10 µM | 290,000 tested, 0.01% active | AID 1984;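 active = EGFP signal decrease of at least 30% at 10 µM or well 3 SD below plate mean, unless failing retest; inactive = the rest, including hits failing retest or dose response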; also: some compounds called inactive have numbers as strong as hits; many of its hits are not listed in these tables
# PHOSPHO1 block – inhibitors of human PHOSPHO1 phosphatase. recombinant PHOSPHO1, absorbance phosphatase assay. AID 1565. Q8TCT1. 290,000 tested, 1.1% active. inhibition, % at 13.3 µM; in the data active = inhibition above about 60%
# IDE act – IDE (human) activation, cell-based. HEK cells, FAbeta-B cleavage, fluorescence polarization; 0% vehicle, 100% cell-free pure enzyme wells. activation, % at 5.96 µM. AID 493087. 340,000 tested, 0.073% active;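 active = activation above the mean of all tested compounds plus 3 SD, set per screening campaign, cut at about 17% in these data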
# IDE cell inh – cellular human IDE inhibition | P14735 | HEK cells, FAbetaB cleavage, fluorescence polarization | inhibition, % at 5.59 µM | 320,000 tested, 0.41% active;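 active = percent inhibition above the average of all tested compounds plus 3 SD, set per screening campaign, cut at about 16% in these data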;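 also: IDE supplied by intact live HEK cells; FP after avidin binding of uncleaved biotin substrate so inhibition keeps polarization high; 0% = DMSO wells and 100% = 60 µM reference IDE inhibitor Ii1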
# CRFBP-R2 block – antagonists of CRF-binding protein/CRF-R2 receptor complex | HEK293 CRF-R2/CRF-BP, CRF-induced calcium fluorescence | inhibition, % at 11.8 µM | 350,000 tested, 0.59% active;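 active = inhibition of the ligand-induced calcium signal above about 50% at the single tested concentration, limit read from the data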
# CRFR2-BP ag – CRF-BP/CRF-R2 complex agonism; 350,000 tested, 0.46% active; HEK293 CRF-R2/CRF-BP, calcium dye fluorescence (FLIPR); percent of saturating CRF peptide response; activation, % at 13.2 µM;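 active = activation of at least 50%, plus an integration ratio under a set limit after plate pattern correction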;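 also: plate controls were neutral control wells without compound for no effect and CRF at EC100 for full effect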
# GalR3 antag – antagonists of human GalR3; HEK293 GalR3-CNG cAMP membrane potential fluorescence; galR3 body fused to GalR1 C-terminus; O60755; inhibition, % at 3 µM; 360,000 tested, 0.44% active;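 active = inhibition above the screen-wide average plus 3 SD, cut at about 13% in these data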;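 also: forskolin and galanin both at EC90 stimulate the cells; cAMP rise reported by CNG channel membrane potential dye signal; 0% = forskolin plus galanin with DMSO and 100% = forskolin alone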
# Target sequence (O60755 1-299 limits assumed): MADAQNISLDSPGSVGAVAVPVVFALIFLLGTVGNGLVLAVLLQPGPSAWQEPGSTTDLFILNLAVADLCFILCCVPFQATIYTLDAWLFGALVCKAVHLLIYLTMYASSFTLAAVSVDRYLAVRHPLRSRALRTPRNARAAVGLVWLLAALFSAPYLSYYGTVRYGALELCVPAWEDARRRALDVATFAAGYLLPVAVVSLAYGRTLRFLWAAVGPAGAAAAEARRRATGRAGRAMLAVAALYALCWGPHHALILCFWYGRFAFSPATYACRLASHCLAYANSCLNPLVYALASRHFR
# MEKK3 PB1 HTS – modulators (inhibitors or enhancers) of MEK5 binding to human MEKK3 PB1 domain | bead-based flow cytometry, Alexa488-MEK5 binding to MEKK3; actives lie on both sides; 0 = blocked by unlabeled MEK5, 100 = vehicle | binding response (% of control), % at 10 µM | 290,000 tested, 1.4% active | AID 1529;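 active = binding response more than 3 SD above or below the average of its plate-row segment, actives on both sides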;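 also: Alexa488 bead fluorescence after subtracting the streptavidin-only scavenger bead signal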
# Target sequence (Q99759 whole entry, looked up, the tested form may be a part): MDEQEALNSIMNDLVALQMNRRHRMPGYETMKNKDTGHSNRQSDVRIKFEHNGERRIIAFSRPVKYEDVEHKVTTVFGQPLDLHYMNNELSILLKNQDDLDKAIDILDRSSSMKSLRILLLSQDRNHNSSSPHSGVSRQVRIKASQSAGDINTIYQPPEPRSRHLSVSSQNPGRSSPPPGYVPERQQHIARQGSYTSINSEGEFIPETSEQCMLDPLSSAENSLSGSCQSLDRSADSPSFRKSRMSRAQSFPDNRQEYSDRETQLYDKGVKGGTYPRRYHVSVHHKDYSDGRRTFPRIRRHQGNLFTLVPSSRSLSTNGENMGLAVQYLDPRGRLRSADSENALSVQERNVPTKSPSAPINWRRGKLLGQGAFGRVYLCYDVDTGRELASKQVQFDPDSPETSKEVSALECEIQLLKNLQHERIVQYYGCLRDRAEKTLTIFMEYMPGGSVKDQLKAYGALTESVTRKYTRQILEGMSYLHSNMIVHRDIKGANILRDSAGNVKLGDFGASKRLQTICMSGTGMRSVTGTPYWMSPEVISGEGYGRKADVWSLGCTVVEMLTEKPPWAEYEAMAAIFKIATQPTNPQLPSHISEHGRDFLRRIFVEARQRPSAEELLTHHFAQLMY
# Active calls of the source: *; . = not tested or not shown; [ ] = remark or other dose.
SMILES,M4 PAM,pCIP destab,PHOSPHO1 block,IDE act,IDE cell inh,CRFBP-R2 block,CRFR2-BP ag,GalR3 antag,MEKK3 PB1 HTS
CCN(C(=O)COC(=O)c1cc(-c2ccccc2)nc2ccc(Br)cc12)C1CCS(=O)(=O)C1 (stereo unspecified),5.8,-5.2,-5.9,0.9,-0.9,-3.2,8.9,-3.0,105.0
Cc1cccc(N=Nc2c(C)c(C#N)c(O)[nH]c2=O)c1,-5.8,-8.3,32.2,1.7,1.3,3.4,-1.3,-3.1,102.0
CCC(C)NCCOCCOc1cc(C)c(Cl)c(C)c1 (stereo unspecified),-17.8,-6.5,39.4,5.9,4.3,1.3,1.5,-8.0,102.0
CSc1ncccc1C(=O)OCC(=O)c1cccs1,8.0,5.1,5.5,-4.7,0.8,-90.8,0.3,-1.2,90.0
COc1cc(NC(=O)COC(=O)c2ccc(S(=O)(=O)N3CC(C)CC(C)C3)cc2)c(C)cc1[N+](=O)[O-] (stereo unspecified),14.4,1.8,1.7,5.7,7.5,14.3,-0.5,.,97.0
Cc1occc1C(=O)N/N=C/c1cccs1,3.0,-2.2,54.0,6.9,5.1,3.1,-1.0,-10.9,95.0
CC(C)(C)C1CCC(=NNC(=O)C(=O)NCc2ccco2)CC1 (stereo unspecified),7.1,-5.1,-34.8,7.4,2.0,3.0,-0.7,2.0,102.0
COc1ccc(CC(=O)NCc2nnc(SCC(=O)Nc3cccc(F)c3)n2C)cc1,2.1,-11.3,55.7,4.1,-0.2,18.3,-1.7,-1.1,103.0
COC(=O)C1=C[C@@H](C(=O)OC)[C@@H]2C3=C(C(=O)C2(C)C)[C@H](C)n2c(=O)n(-c4ccccc4)c(=O)n2[C@@H]3C1,14.6,.,.,3.9,4.1,2.9,0.4,-1.1,.
O=C(CN1CCc2ccccc2C1)Nc1ccc(OC(F)(F)F)cc1,-16.0,2.6,-5.7,5.2,3.0,6.4,0.8,-9.2,92.0
COc1cc2ccccc2cc1C(=O)OCC(=O)N(CC(C)C)c1c(N)n(Cc2ccccc2)c(=O)[nH]c1=O,8.6,.,.,4.3,-2.2,-26.4,20.0,-1.8,.
Cc1cccn2c(=O)c3cc(C(=O)N4c5ccccc5CC4C)n(C)c3nc12 (stereo unspecified),17.0,3.2,23.4,-2.7,2.9,15.5,0.6,-4.5,.
Cc1cc(NC(=O)Cc2ccccc2)c2ccccc2n1,-8.6,-3.3,-12.2,1.0,0.0,6.1,1.0,13.0*,92.0
CC(=O)N1CCN(c2nc(-c3cccs3)nc3ccccc23)CC1,-3.0,-8.2,-4.0,3.2,-1.3,-12.7,2.6,-0.2,112.0
NC(=O)C1=C[C@@H](c2csc3ccccc23)C[C@@H](OCc2ccc(CO)cc2)O1,1.8,-2.8,-0.6,-0.6,6.0,7.9,1.5,7.3,95.0
S=c1nccc(-c2cc(Cl)sc2Cl)[nH]1,10.4,3.8,56.7,2.6,-1.9,-10.6,0.6,0.9,87.0
CSc1ccc(S(=O)(=O)N2CCC(C(=O)NCCCn3ccnc3)CC2)cc1,-3.9,5.1,-9.0,2.7,-1.6,9.8,2.1,0.1,98.0
COc1ccccc1C1CCN(C(=O)c2cnn(-c3ccccc3)c2C)CC1,-20.6,0.0,16.2,-2.6,10.9,26.8,-6.9,-1.2,96.0
O=CNC(Cc1ccccc1)C(=O)O (stereo unspecified),-4.1,-5.9,-2.0,3.3,-2.0,-0.5,-0.4,-1.9,101.0
CC(=O)Oc1ccc2c3c(c(=O)oc2c1)CCCC3,-1.0,4.5,13.9,2.0,-12.0,1.9,-0.8,-6.2,99.0
c1ccc(-c2csc(-c3ccncc3)n2)cc1,7.2,0.8,3.4,6.8,-1.1,6.1,-2.4,-0.2,106.0
CCCOc1ccc2c3c(c(=O)oc2c1)CCCC3,10.9,-3.9,-3.7,-1.0,-3.4,-34.9,1.3,-1.3,106.0
O=C(NC1CCCC1)C(c1ccncc1)N(C(=O)Cc1cccs1)c1cccc(F)c1 (stereo unspecified),-1.9,-12.8,27.9,3.3,-0.1,-5.1,0.4,-9.2,101.0
COc1ccc(S(=O)(=O)N2CCC(C(=O)NCc3ccccc3)CC2)cc1OC,4.2,-8.3,6.1,0.8,3.8,-1.3,2.0,-5.0,98.0
C/C(=N/NC(=O)c1cc(C)[nH]n1)c1ccco1,0.2,7.6,18.8,3.2,1.6,-0.7,-1.2,-3.8,100.0
CC1(O)c2ccccc2C(=O)N1Cc1ccccc1 (stereo unspecified),16.2,-18.9,-9.6,3.6,1.1,-1.9,-4.8,-5.5,100.0
CC1CCN(c2c([N+](=O)[O-])c(=O)n(-c3ccccc3)c3ccccc23)CC1,11.5,-6.5,39.3,-0.7,-0.8,9.2,1.6,-2.8,105.0
Cc1ccc(C)c(-c2nnc(NC(=O)c3ccco3)o2)c1,6.1,.,.,0.3,-8.3,9.2,1.5,-1.9,.
CCOCCCNC(=O)C(NC(=O)c1ccc(NC(C)=O)cc1)c1ccc(C)cc1 (stereo unspecified),-2.1,-1.7,-2.0,5.5,-3.9,15.4,-1.7,5.3,102.0
COC(=O)c1ccc(NC(=S)NC2c3ccccc3CC2O)cc1 (stereo unspecified),-5.0,-13.1,-12.8,.,3.7,-37.0,16.4,-2.0,98.0
CCOC(=O)C(=CNc1cc(C)ccc1-n1cccc1)C(=O)OCC,-0.8,5.7,2.6,1.8,6.3,22.9,-0.8,-5.2,74.0
O=C(CCNC(=O)c1ccccc1)Nc1ccc(F)c(Cl)c1,6.3,-1.4,6.0,-6.6,-1.7,6.2,0.1,-5.5,138.0*
CN(C)S(=O)(=O)N(CC(=O)Nc1cccc(F)c1)c1ccccc1,4.4,-5.8,-18.0,4.9,3.8,2.6,1.2,-6.4,96.0
Cc1ccc2c(C)c(C(=O)N(Cc3ccc(F)cc3)C3CCS(=O)(=O)C3)oc2c1 (stereo unspecified),-0.9,-12.2,22.3,5.9,1.4,5.7,0.9,-2.9,95.0
O=C(NC1CC1)C1CCN(C2CCN(C(=O)Cc3ccc(F)cc3)CC2)CC1,2.2,8.3,35.4,3.7,-0.9,1.3,-0.4,-4.3,93.0
CCOC(Cn1c(SCc2cc(C(C)=O)ccc2OC)nc2ccccc2c1=O)OCC,-4.2,7.6,6.1,2.9,5.2,0.5,1.4,4.5,98.0
CC1(C)Cc2cccc(OCC(=O)OCC(=O)Nc3ccc(S(N)(=O)=O)cc3)c2O1,4.4,.,.,.,.,-6.6,-1.7,-2.7,.
O=C(CCCCCNC(=O)N1CCn2c1nc1ccccc12)N[C@H](C(=O)O)c1ccccc1,3.7,6.4,7.9,2.1,0.9,32.5,-1.2,-6.0,106.0
Cc1ccc(/C=N/NC(=O)Cc2c(F)cccc2Cl)s1,9.5,-9.1,41.4,4.4,-2.2,-4.3,-0.2,-2.3,101.0
O=C1NC(c2ccccc2)(C(F)(F)F)SC2=CCCCCN12 (stereo unspecified),0.2,-19.7,-7.1,-2.3,4.2,-4.2,-0.4,-3.3,104.0
COc1cccc(NC(=O)Nc2cccn(Cc3ccc(C)cc3)c2=O)c1,2.0,-8.0,26.2,-1.5,4.9,1.4,-0.8,-8.3,102.0
Cc1cc(C)cc(-n2c(C)cc(C(=S)N3CCOCC3)c2C)c1,6.0,-12.2,-41.2,5.5,1.5,56.8*,-1.8,-7.0,81.0
O=C1CC2(CCOCC2)Oc2ccc3ccccc3c21,5.2,.,.,-2.2,-1.9,-2.7,-2.1,8.8,105.0
CC(C)[C@H](Nc1ccc(S(=O)(=O)N2CCOCC2)cc1[N+](=O)[O-])C(=O)OCC(=O)N(C(C)C)C(C)C,-11.1,0.7,-25.0,3.0,6.1,7.3,-0.4,-3.3,102.0
Clc1ccc(OCc2cn3ccccc3n2)c2ncccc12,-1.1,2.9,15.8,-2.6,-1.6,-4.5,-3.6,-3.2,104.0
Cc1ccc2c(Cl)c(C(=O)Nc3cc(C)on3)sc2c1,5.3,2.8,15.4,1.9,1.3,-41.3,-1.8,-6.8,108.0
O=C(O)COc1ccccc1C1C2C(=O)N(c3ccc(F)cc3)C(=O)C2ON1c1ccccc1 (stereo unspecified),-5.0,-6.8,11.3,1.6,-3.4,-11.0,-0.1,-3.9,101.0
CC(C)n1cc(C#N)c(N)n1,-7.0,.,.,1.7,.,26.5,-0.7,-6.1,.
CCOC(=O)c1cnc2ccc(OCC)cc2c1N1CCN(c2ccccc2)CC1,-7.8,-8.8,13.5,-0.5,2.0,-37.6,0.4,-2.9,95.0
Nc1ccc2nc(-c3ccc(-c4nc5ccc(N)cc5[nH]4)cc3)[nH]c2c1,.,36.7,27.3,.,3.8,26.9,22.0,-9.4,53.0*[inhibitor]
Cc1ccnc(Nc2nc(-c3ccc(O)cc3)cs2)c1,4.1,-14.8,26.5,-3.4,-2.1,-0.3,-2.5,-8.3,108.0
O=C(/C=C\Nc1ccc2c(c1)OCO2)c1ccc(Cl)s1,1.8,-35.7,9.5,-3.2,-6.8,-9.4,2.0,-0.5,63.0
CCOc1ccc(NC(=O)CN(C)C(=O)C2CC(=O)N(Cc3ccco3)C2)cc1OCC (stereo unspecified),5.9,.,.,0.1,-5.9,-1.7,-0.8,-5.5,.
Cc1sc(NC(=O)CN(Cc2ccc(F)cc2)C(=O)C(C)(C)C)c(C(N)=O)c1C,-4.4,-7.7,-3.4,-0.8,3.1,15.2,-2.5,-2.9,102.0
CC1=C(CC(=O)O)c2cc(F)ccc2C1=Cc1ccc(S(C)(=O)=O)cc1,-6.9,.,.,6.3,3.0,-12.1,-1.2,4.1,.
CC1CCCCN1c1ncnc(N)c1[N+](=O)[O-] (stereo unspecified),-5.2,0.9,19.5,8.2,1.4,-75.7,-4.5,-0.3,104.0
Cc1c(C)n(C)c2ccc(C(=O)NCc3cccs3)cc12,0.5,1.6,10.4,1.2,1.1,1.5,0.3,0.5,104.0
CCOC(=O)NC(=O)C(/C=N/c1sccc1C(=O)OC)=C(\C)O,1.5,-15.6,32.8,.,0.0,-6.2,30.5,-3.5,103.0
CCOc1cc(C2/C(=C(/O)c3ccc(OC)cc3)C(=O)C(=O)N2CC2CCCO2)ccc1O (stereo unspecified),.,-0.5,-12.7,.,-0.2,1.9,1.2,.,105.0
O=C(/C=C/c1ccco1)N1CCN(C/C=C/c2ccccc2)CC1,-1.6,-11.1,1.6,2.2,-3.4,-5.5,1.8,-3.8,98.0
Cc1cnc(C(=O)OCC(=O)NC2CCCC(C)C2C)cn1 (stereo unspecified),9.5,-2.5,27.2,6.8,-8.7,-10.3,-0.2,-3.9,91.0

# Not a hit list, and some 4.2% of all compounds hit somewhere here.
